# TexasRed autofl: compounds fluorescent in Texas Red spectral region. max dye-equivalent concentration, M. 59,000 compounds, 0.06% hits. Compound fluorescence, Texas Red channel, 547/618 nm; hits give high values; in the data active = max dye-equivalent concentration above about 10 nM; inconclusive = between about 1.1 nM and that limit
#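 Compound fluorescence was read after 15 min at room temperature in 100 mM Tris, pH 8.0, using 547 nm excitation and 618 nm emission across a concentration series. It was expressed as Texas Red dye-equivalent concentration from an on-plate standard curve.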
# Caspase-1 inhib: blocks human caspase-1 allosterically or competitively; Potency, µM (series often up to 57.5 µM), without a hit: at the highest dose activity change, negative = inhibition, hits mostly inhibitors; 75,000 compounds, 0.03% hits; Caspase-1 enzyme, Ac-WEHD-AFC fluorogenic rate; P29466;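 also: potency is read from the fitted curve at half-maximal effect; plate controls were vehicle for no effect and no substrate for full effect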
# Rhodamine fluor: compound autofluorescence in rhodamine spectral region. Rhodamine-region fluorescence, 547/598 nm, Tris buffer; hits give high values. max dye-equivalent concentration, M. 59,000 compounds, 0.05% hits. AID 594; in the data active = max dye-equivalent concentration above about 11 nM; inconclusive = between about 1.1 nM and that limit
#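 Read-out is relative fluorescence at 547 nm excitation and 598 nm emission, expressed as dye-equivalent concentration using rhodamine standards on every plate. Each compound was profiled across a concentration series after 15 min in 100 mM Tris, pH 8.0.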
# Luciferase inh: firefly luciferase inhibition; P08659; purified firefly luciferase, luminescence, 8 min; Potency, µM (series often up to 57.1 µM), without a hit: at the top dose activity change, negative = inhibition, actives largely listed as inhibitors; 72,000 compounds, 2.2% hits; AID 411; also: potency is read from the fitted curve at half-maximal effect; % is scaled to controls: 0 for no effect and ±100 for the full control effect; nearly all actives have a fitted effect of over 40% in size
# Target sequence (P08659 whole entry, looked up): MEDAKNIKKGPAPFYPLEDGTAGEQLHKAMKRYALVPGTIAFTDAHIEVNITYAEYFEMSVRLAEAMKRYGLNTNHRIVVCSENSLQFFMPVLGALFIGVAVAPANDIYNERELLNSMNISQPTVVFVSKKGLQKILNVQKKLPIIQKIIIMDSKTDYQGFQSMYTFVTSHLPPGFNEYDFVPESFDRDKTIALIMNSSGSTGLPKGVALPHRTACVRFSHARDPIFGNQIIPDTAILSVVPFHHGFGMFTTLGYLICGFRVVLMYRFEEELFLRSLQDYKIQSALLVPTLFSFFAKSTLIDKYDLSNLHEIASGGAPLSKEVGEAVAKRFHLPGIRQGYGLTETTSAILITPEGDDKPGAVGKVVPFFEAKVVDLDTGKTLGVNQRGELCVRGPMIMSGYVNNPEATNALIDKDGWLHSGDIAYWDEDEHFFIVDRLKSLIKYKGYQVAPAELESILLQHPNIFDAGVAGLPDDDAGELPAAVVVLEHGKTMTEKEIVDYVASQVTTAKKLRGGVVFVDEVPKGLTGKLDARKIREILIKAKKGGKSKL
#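 Firefly luciferase (PKLight detection mix) with 10 uM ATP in pH 7.2 imidazole buffer (KCl, MgCl2, Tween 20, BSA). Compounds tested across a concentration series (qHTS). Luminescence read after 8 min at ambient temperature.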
# Casp7 inh: allosteric or competitive inhibitors of human caspase-7; P55210; 75,000 compounds, 0.02% hits; recombinant caspase-7, Ac-DEVD-AFC fluorescence rate; Potency, µM (series often up to 57.5 µM), inactives show at the top dose activity change, negative = inhibition, most hits filed as inhibitors; active = well fitted inhibition curve with a large enough effect in the main read-out, with a control signal flat, not every such curve was filed as active; inconclusive = small, poorly fitted or top-dose-only effect, or a change in a side signal; also: potency is read from the fitted curve at half-maximal effect; % of control where 0% means no effect
# Target sequence (P55210 24-198 limits assumed): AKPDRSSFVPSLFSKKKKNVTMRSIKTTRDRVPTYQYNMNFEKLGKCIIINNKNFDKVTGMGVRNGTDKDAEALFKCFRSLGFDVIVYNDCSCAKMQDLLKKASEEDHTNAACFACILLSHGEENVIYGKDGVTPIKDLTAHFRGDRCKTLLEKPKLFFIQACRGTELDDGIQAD
# Target sequence (P55210 207-303 limits assumed): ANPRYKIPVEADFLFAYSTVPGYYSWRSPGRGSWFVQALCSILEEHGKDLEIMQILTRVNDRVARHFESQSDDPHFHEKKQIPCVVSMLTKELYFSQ
# Tau filament bind: binders of human tau filaments; Potency, µM (series often up to 57.1 µM), for the others: at the top dose activity change, negative = inhibition; 71,000 compounds, 2% hits; recombinant tau filaments, thioflavin S fluorescence, 15 h; filaments grown with octadecylsulfate alongside compound; AID 596; P10636;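 also: potency is read from the fitted curve at half-maximal effect; % is scaled to controls: 0 for no effect and ±100 for the full control effect; actives lower thioflavin S fluorescence by blocking filaments or displacing dye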
#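 His-tagged recombinant human tau (exons 2, 3 and 10 included), 1 uM, was induced to fibrillize by 30 uM sodium octadecylsulfate with compound present. After 15 h at 37 C, thioflavine S fluorescence (ex 450, em 510 nm) was read.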
# USP2a inhib: blocks human ubiquitin-specific protease USP2a; AID 927; USP2a enzymatic assay, qHTS inhibition; 60,000 compounds, 0.1% hits; Potency, µM (highest dose often 38.3 µM), for inactives: at the highest dose activity change, negative = inhibition, usual class: inhibitors;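 also: potency is read from the fitted curve at half-maximal effect; nearly all actives have a fitted effect of over 60% in size; plate controls were DMSO for no effect and NEM full inhibition control for full effect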
#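 USP2 core (20 nM final) was preincubated with compound for 30 min at RT in 20 mM Tris-HCl pH 8.0, 2 mM CaCl2, 2 mM beta-mercaptoethanol; Ub-PLA2 (20 nM) plus NBD C6-HPC (20 uM) then added, fluorescence read after 2.5 h.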
# HEK293 cAMP cs: raises cAMP in parental HEK293 cells, TSHR agonist counter-screen; parental HEK293 CNG cAMP sensor, membrane potential fluorescence; Potency, µM (top dose mostly 57.1 µM), inactives show at the top dose activation, usual class: activators; 73,000 compounds, 2.5% hits; AID 938; also: potency is read from the fitted curve at half-maximal effect; % of control where 0% means no effect; nearly all actives have a fitted effect of over 55% in size
#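 Parental HEK 293 cells stably expressing a modified CNG channel (no TSHR) report cAMP rise as membrane depolarization. Membrane potential dye with 100 uM RO 20-1724 was loaded for 60 min at room temperature, then compound added for 30 min; fluorescence read at 590 nm.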
# HADH2 inh: inhibitors of human HADH2 dehydrogenase | Q99714 | recombinant HADH2, NADH fluorescence, beta-hydroxybutyryl-CoA | Potency, µM (doses to about 57.1 µM), for inactives: top-dose activity change, negative = inhibition, usual class: inhibitors | 73,000 compounds, 3.4% hits | AID 886; also: potency is read from the fitted curve at half-maximal effect; % is scaled to controls: 0 for no effect and ±100 for the full control effect; nearly all actives have a fitted effect of over 60% in size; many of its hits are not listed in these tables
# Target sequence (Q99714 whole entry, looked up, one chain of several): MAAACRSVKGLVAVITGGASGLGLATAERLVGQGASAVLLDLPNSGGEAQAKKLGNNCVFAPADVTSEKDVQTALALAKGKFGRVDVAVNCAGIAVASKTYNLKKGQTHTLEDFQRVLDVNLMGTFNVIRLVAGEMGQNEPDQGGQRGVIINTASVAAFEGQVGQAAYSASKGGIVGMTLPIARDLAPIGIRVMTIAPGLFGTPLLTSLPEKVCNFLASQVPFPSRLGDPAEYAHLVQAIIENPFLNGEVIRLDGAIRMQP
#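 Buffer 100 mM Tris-HCl pH 9.0/0.01% Tween-20; HADH2 20 nM; NAD+ 1 mM; beta-hydroxybutyryl-CoA 90 uM (all final). 15 min cpd preincubation, RT.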
# Fluorescein autfl: fluorescein region autofluorescence; Compound autofluorescence, 480/540 nm, fluorescein-equivalent; hits give high values; max fluorescein-equivalent concentration, M; 59,000 compounds, 0.91% hits; AID 593; in the data active = max fluorescein-equivalent concentration above about 10 nM; inconclusive = between about 1.1 nM and that limit
#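 Normalized response (dye-equivalent concentration) derives from comparing each well's 540 nm emission, under 480 nm excitation, with plate-resident fluorescein standards. Compounds were held in 100 mM Tris, pH 8.0, for 15 min at room temperature.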
# ERK AVP inh: blocks ERK signaling stimulated by vasopressin; 72,000 compounds, 0.99% hits; AID 995; Potency, µM (doses to about 57.5 µM), for inactives: at the highest dose activity, negative = inhibition, actives largely listed as inhibitors; HEK293-V1b, vasopressin-stimulated pERK AlphaScreen; also: potency is read from the fitted curve at half-maximal effect; % is scaled to controls: 0 for no effect and ±100 for the full control effect; nearly all actives have a fitted effect of over 55% in size
#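 Overnight-seeded V1b-HEK293 cells in 1% FBS got compound, then vasopressin (25 nM final, 5 min, 37C), then lysis buffer. AlphaScreen detection of phospho-ERK; activity normalized to basal and full-stimulation controls.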
# * hit, by the source's call; i = inactive; u = inconclusive; x = not tested or not shown; & = joins results of further samples; [ ] = remark or other dose. Unless noted, calls follow the shape of the dose curve; as a rule, active = well fitted curve in the direction sought with a large enough effect; inconclusive = small, poorly fitted or top-dose-only effect, or another doubt; inactive = no such curve, though single readings can be large; an effect the other way counts as inactive or inconclusive. An excerpt. The share of hits here may be higher or lower than overall.
SMILES,TexasRed autofl,Caspase-1 inhib,Rhodamine fluor,Luciferase inh,Casp7 inh,Tau filament bind,USP2a inhib,HEK293 cAMP cs,HADH2 inh,Fluorescein autfl,ERK AVP inh
Cc1nc2ncnn2c(N2CCN(C(=O)c3cccc(F)c3)CC2)c1Cc1ccccc1,i,-0.6%,i,-13.5%,-2.6%,11.6%,16.8%,u,4.7%,u,-9.4%
COC(=O)CSc1ncccc1-c1nc2ccccc2[nH]1,u,-10.3%,i,u,2.6%,-3.9%,46.4%[activator],4.3%,-7.1%,i,-17.1%
CCn1c(SCC(=O)Nc2ccc(S(N)(=O)=O)cc2)nnc1-c1cccc(OC)c1,i,0.0%,i,-2.0%,-3.7%,-3.5%,11.6%,-5.4%,6.4%,i,3.4%
Clc1ccc(Oc2nc(Oc3ccc(Cl)cc3)nc(N3CCOCC3)n2)cc1,i,-1.5%,i,0.8%,-0.6%,-12.2%,24.8%,17.9%,-17.1%,i,0.8%
CCOc1ccc2[nH]c(=O)c(CN(Cc3ccc(F)cc3)C(=O)c3ccco3)cc2c1,i,-1.0%,i,1.2%,-5.9%,i,23.6%,u,-8.5%,i,28.4%
O=C(NCCOc1ccccc1)C1CCCN1C(=O)c1cccs1 (configuration not stated),i,-0.3%,i,3.0%,x,-11.7%,-11.9%,7.3%,1.0%,u,-10.0%
Cc1cc([C@](C)(N)C(=O)O)ccc1P(=O)(O)O,x,-3.5%,x,25.1µM*,-0.6%,21.0%,x,-2.6%,22.4%,x,2.6%
CCCCN(C)C(=O)c1ccc2c(c1)N(CC)C(=O)c1ccccc1S2(=O)=O,x,-2.4%,x,3.8%,-1.0%,5.4%,x,0.0%,2.4%,x,5.2%
CCCc1cc(N2CCN(c3ccccn3)CC2)n2nc(C)c(-c3ccccc3)c2n1,i,-0.2%,i,2.7%,-3.3%,-6.7%,5.4%,18.1%,u,i,8.9%
CCOC(=O)Cn1c(CN(Cc2ccccc2)Cc2ccccc2)nc2c1c(=O)[nH]c(=O)n2C,u,1.6%,i,-2.5%,-1.8%,3.8%,32.1%[activator],u,-9.5%,u,27.7%
NCCSSCCN,i,-2.1%[11.5 µM],i,0.6%[11.4 µM],0.1%[11.5 µM],4.3%[11.4 µM],6.0%&3.7%,u,-3.8%[11.4 µM],u,-8.9%[11.5 µM]
Cc1cc(C)nc(SCc2nnc(SCC#N)n2-c2cccc(Cl)c2)n1,i,-0.8%,i,-1.4%,3.0%,19.7%,x,10.9%,-3.8%,i,-13.3%
CCc1ccccc1N(CC(=O)N1CCN(c2ccc(F)cc2)CC1)S(C)(=O)=O,x,-0.1%,x,0.6%,-0.4%,8.3%[11.4 µM],15.6%[7.66 µM],6.7%[11.4 µM],14.9%[11.4 µM],x,1.2%
O=C(c1cnccn1)N1CCC[C@@]2(CCN(c3cccc(-c4ccccc4)c3)C2)C1,i,-8.4%,i,-1.8%[11.4 µM],-3.3%,u,150.3%[activator],u,0.7%,i,u
C/C(=N\O)c1cccc[n+]1Cc1ccccc1,i,0.3%[11.5 µM],i,4.4%[11.4 µM],1.2%[11.5 µM],2.7%[11.4 µM],x,-5.2%[11.4 µM],4.1%[11.4 µM],i,-17.2%[11.5 µM]
O=C1CN(C(=O)COC(=O)CCC(=O)c2ccc3c(c2)OCCO3)c2ccccc2N1,u,0.1%,i,20µM*,-0.8%,12.7%,16.6%,23.6%,7.6%,i,-27.4%
Cc1ccccc1Cn1cc(S(=O)(=O)CC(=O)Nc2nccs2)c2ccccc21,i,-1.2%,i,-4.8%,0.2%,20.4%,43.4%[activator],u,1.5%,i,2.9%
Cn1c(=O)[nH]c(=O)c2c1nc(SCC(=O)O)n2CCc1ccccc1,i,-4.3%,i,-3.3%,-0.8%,15.1%,-2.3%,6.7%,u,u,-19.6%
Cc1nn(-c2cccc(C(F)(F)F)c2)c(Cl)c1/C=N/n1cnnc1,i,0.4%,i,1.9%,0.3%,10.8%,9.8%,14.9%,-4.7%,i,3.9%
C1=C(c2ccccc2)CCN(c2nc3ccccc3n3cnnc23)C1,x,-3.6%,x,-16.1%,-25.3%,130.8%,x,12.7%,u,x,-13.2%

# By substructure, the entries above containing a COOH group.
SMILES,TexasRed autofl,Caspase-1 inhib,Rhodamine fluor,Luciferase inh,Casp7 inh,Tau filament bind,USP2a inhib,HEK293 cAMP cs,HADH2 inh,Fluorescein autfl,ERK AVP inh
Cc1cc([C@](C)(N)C(=O)O)ccc1P(=O)(O)O,x,-3.5%,x,25.1µM*,-0.6%,21.0%,x,-2.6%,22.4%,x,2.6%
Cn1c(=O)[nH]c(=O)c2c1nc(SCC(=O)O)n2CCc1ccccc1,i,-4.3%,i,-3.3%,-0.8%,15.1%,-2.3%,6.7%,u,u,-19.6%

# (cont.)
SMILES,TexasRed autofl,Caspase-1 inhib,Rhodamine fluor,Luciferase inh,Casp7 inh,Tau filament bind,USP2a inhib,HEK293 cAMP cs,HADH2 inh,Fluorescein autfl,ERK AVP inh
COC(=O)N1CCc2cc(OC)c(OC)cc2C1Cc1ccc(OC)cc1 (configuration not stated),x,-1.0%[11.5 µM],x,x,0.1%[11.5 µM],x,x,-2.8%[11.4 µM],7.0%[11.4 µM],x,17.8%[11.5 µM]
O=C1CCC(=O)N1OCCCOc1ccc2c(c1)CCC2,i,-1.6%,i,-2.6%,-1.9%,7.5%,14.0%,-2.3%,3.9%,i,-28.2%
CCN1CCN(C(=O)Cn2ncc3ccsc3c2=O)CC1,x,-2.1%,x,1.0%,-1.8%,-18.2%,x,6.3%,9.3%,x,-0.2%
COc1c(C)cccc1C(=O)Nc1cc(-c2nn3c(C)nnc3s2)ccc1C,x,-4.0%,x,0.0%,1.6%,100.7%,x,0.6%,4.9%,x,x
CCOC(=O)c1ccc(NC(=O)Nc2c(C)nn(C)c2C)cc1,i,-1.6%,i,-6.4%,-1.3%,0.9%,15.8%,3.5%,1.9%,i,4.6%
O=C(CCCN1C(=O)c2ccccc2C1=O)Nc1c2c(nc3c1CCC3)CCC2,i,-0.2%,i,3.1%,-1.1%,5.3%,2.4%,14.0%,5.9%,i,6.2%
OC1CCN(C(c2ccc3ncccc3c2)c2nnnn2C2CCCCC2)CC1 (configuration not stated),u,1.0%,i,1.1%,1.7%,-6.2%,6.0%,1.0%,4.2%,i,-11.0%
CCSc1nnc(NC(=O)C2CCCN(S(=O)(=O)c3cnc[nH]3)C2)s1 (configuration not stated),x,-3.4%,x,-0.7%,-0.2%,-6.7%,x,-0.5%,-0.1%,x,-9.8%
COc1ccc(NC(=O)COc2nc(N(C)C)nc(N(C)C)n2)cc1,i,1.2%,i,0.9%,0.6%,49.0%,1.7%,-1.7%,15.0%,i,-8.2%
CN(C)C=NC(=O)/C(C#N)=C1\CCc2ccccc2N1,x,-2.0%,x,1.3%,-8.3%,-3.9%,1.3%,1.5%,-25.7%,x,-17.2%
CCN(CC)C(=O)COc1ccc2oc(C)c(C(=O)OC(C)C)c2c1,x,-4.1%,x,-0.8%,-0.5%,5.1%,8.6%,19.2%,4.3%,x,18.8%
CCC(C(=O)Nc1ccccc1C(=O)N1CCCC1)N1C(=O)c2ccccc2C1=O (configuration not stated),i,0.8%,i,-0.1%,0.9%,-1.1%,8.2%,0.5%,12.8%,u,-4.5%
O=C(O)Cn1cnc2scc(-c3cccs3)c2c1=O,i,-2.7%,i,0.0%,0.0%,-3.3%,1.3%,-5.4%,-5.7%,i,0.5%
Cc1ccc(OCC(=O)N2CCN(C(=O)CCC3CCCC3)CC2)cc1,i,-3.3%,i,0.8%,-2.9%,-13.1%,16.3%,25.1%,9.2%,u,-15.4%
CCN(CC)S(=O)(=O)c1ccc(C(=O)Nc2nnc(C(C)C)s2)cc1,x,-5.5%,x,0.1%,2.1%,37.3%,x,4.9%,5.4%,x,x
COc1ccc2nc(-n3c(C)ccc3C)sc2c1,u,-3.0%,i,-3.0%,-0.4%,u,-1.6%,12.0%,-5.2%,i,-7.5%
Cc1ccc(CNC(=O)C2CCCN(c3nc4ccccc4o3)C2)cc1 (configuration not stated),x,-3.7%,x,2.9%,-1.5%,160.7%,x,8.9%,-0.1%,x,-21.0%
Cc1c(/C=N/n2cnnc2)c2ccccc2n1CCOc1ccc(Cl)cc1,x,-4.7%,x,2.4%,-3.1%,417.0%,40.3%[activator],10.4%,6.4%,x,-29.2%
CCOc1ccc(NC(=O)N(C2CCCCC2)C(C)c2ccncc2)cc1 (configuration not stated),u,-3.4%,i,-0.2%,-0.1%,15.7%,-9.5%,8.9%,7.0%,u,21.7%
COc1ccc(N2CCN(CC(=O)Nc3ccc(-n4cnnn4)cc3)CC2)cc1,i,1.2%,i,1.5%,1.1%,2.5%,3.6%,2.1%,-13.3%,u,21.5%

# From PubChem BioAssay
